Screening data from PubChem BioAssay.
mouse EphA4 binding – EphA4 ligand-binding antagonists – biochemical, colorimetric, mouse EphA4, primary screen (AID 689); EphA4-AP binding to KYL peptide, pNPP A405; higher % means a stronger effect; inhibition, % at 10 µM; hits with a dose series show IC50 in µM; actives 0.1% (n = 62,000); in the data active means a potency from the dose series; inactive means the rest, 99 in 100 with inhibition below about 22%
Starred values were filed as active, the others as inactive. Only part of the results is shown, so the mix of outcomes need not match the whole.

structure | mouse EphA4 binding
CCCCCCNC(=O)C(C#N)c1nc2ccccc2nc1N1CCOCC1 (configuration not stated) | -8%
Cc1ccccc1OCCCC(=O)Nc1nccs1 | -11%
COc1ccc(CCNC(=O)CSc2nc(N)c(C#N)c(-c3cccs3)c2C#N)cc1OC | -15%
CC(C)Oc1cccc(C(=O)NC(=S)Nc2ccc(Cl)c(C(=O)O)c2)c1 | -2%
O=C(CSc1nnc(C2CCCCC2)o1)N1CCCCC1 | -33%
O=C(Nc1ccc2c(c1)nc1n2CCN(Cc2ccccc2)C1)NC1CCCCC1 | 7%
Cn1c(CCNC(=O)c2ccc(Cl)cc2)n[nH]c1=S | -8%
CCOC(=O)c1c(NC(=O)C(F)(OC)C(F)(F)F)sc(C(=O)N2CCCCC2)c1C (configuration not stated) | -6%

structure | mouse EphA4 binding
Cc1cccc(-n2c(SCC(N)=O)nnc2-c2ccccn2)c1C | -29%
COc1ccccc1C1CN(c2ccccc2)N=C1c1cccs1 (configuration not stated) | -3%
CCOC(=O)c1c(C)oc2ccc(OCc3cccc(F)c3)cc12 | 8%
Cc1ccc2nc(NC3=NCN(Cc4ccccc4)CN3)nc(C)c2c1 | 1%
O=C(CN(c1ccc(Cl)c(C(F)(F)F)c1)S(=O)(=O)c1ccccc1)N/N=C/c1cccc2c1OCCO2 | 7%
CCCCc1ccc(NC(=O)CC(C)=O)cc1 | 0%
CC1(C)OC2OC(COCc3ccccc3)C3OC(C)(C)OC3C2O1 (configuration not stated) | 12%
O=C(Nc1nccs1)c1ccc(S(=O)(=O)NCC2CCCCC2)cc1 | -21%

structure | mouse EphA4 binding
COc1ccc(C(=O)/C=C/Nc2ccc(Br)c(C)c2)cc1 | -7%
O=C(Nc1ccccc1N1CCCC1)c1ccco1 | -5%
CC(=O)N1C(=O)C2(C(C#N)=C(N)Oc3c2c(C)nn3-c2ccccc2)c2ccccc21 (configuration not stated) | -11%
COc1cccc(C(=O)N2CCCc3ccccc32)c1 | -8%
N=C1C(c2ccccc2)=C(O)C2CCc3ccccc3N12 (configuration not stated) | -4%
CCOC(=O)C1CCCN(C(=O)N2CCOCC2)C1 (configuration not stated) | 1%
CCCCC(NS(=O)(=O)c1ccc(OC)cc1)C(=O)O (configuration not stated) | 12%
O=c1c2ccccc2nc(SCc2cc(F)ccc2F)n1C1CCCC1 | -4%

By substructure: the compounds so far with a carbonyl joined to an NH by a bond outside any ring
structure | mouse EphA4 binding
CCCCCCNC(=O)C(C#N)c1nc2ccccc2nc1N1CCOCC1 (configuration not stated) | -8%
Cc1ccccc1OCCCC(=O)Nc1nccs1 | -11%
COc1ccc(CCNC(=O)CSc2nc(N)c(C#N)c(-c3cccs3)c2C#N)cc1OC | -15%
CC(C)Oc1cccc(C(=O)NC(=S)Nc2ccc(Cl)c(C(=O)O)c2)c1 | -2%
O=C(Nc1ccc2c(c1)nc1n2CCN(Cc2ccccc2)C1)NC1CCCCC1 | 7%
Cn1c(CCNC(=O)c2ccc(Cl)cc2)n[nH]c1=S | -8%
CCOC(=O)c1c(NC(=O)C(F)(OC)C(F)(F)F)sc(C(=O)N2CCCCC2)c1C (configuration not stated) | -6%
Cc1cccc(-n2c(SCC(N)=O)nnc2-c2ccccn2)c1C | -29%
O=C(CN(c1ccc(Cl)c(C(F)(F)F)c1)S(=O)(=O)c1ccccc1)N/N=C/c1cccc2c1OCCO2 | 7%
CCCCc1ccc(NC(=O)CC(C)=O)cc1 | 0%
O=C(Nc1nccs1)c1ccc(S(=O)(=O)NCC2CCCCC2)cc1 | -21%
O=C(Nc1ccccc1N1CCCC1)c1ccco1 | -5%

Following part
structure | mouse EphA4 binding
COc1ccccc1N(CC(=O)Nc1cccc(C)c1C)S(=O)(=O)c1ccccc1 | 4%
O=C(/C=C/c1ccccc1)NNC(=O)c1cccnc1 | -14%
COc1ccc(C(=O)Nc2ccc(Cl)cc2C(=O)NCc2ccco2)cc1OC | -9%
Cn1c(Nn2cnnc2)nc2ccccc21 | -10%
COc1cc(C(=O)OC(C)C(=O)NCC2CCCCC2)cc(NC(=O)c2ccco2)c1OC (configuration not stated) | 1%
CCC(=O)Nc1ccc(C(=O)n2nc(C)cc2C)cc1 | 5%
CCCc1noc(-c2ccccc2Cl)n1 | 6%
CS(=O)(=O)N1CCN(C(=O)c2cccnc2)CC1 | -8%

structure | mouse EphA4 binding
CCN(CC)C1=NS(=O)(=O)c2ccccc21 | -2%
O=C(CSc1nc(-c2ccccc2)nc2c1Cc1ccccc1O2)Nc1ccccc1 | -18%
COC(=O)Cn1c(CN2CCN(c3ccc(F)cc3)CC2)nc2c1c(=O)n(C)c(=O)n2C | -7%
COCCNc1oc(-c2ccc(F)cc2)nc1C#N | -11%
COc1ccccc1C1CN=NC12CCCc1ccccc1C2=O (configuration not stated) | -14%
C=C(C)CSc1nc(N)cc(=O)[nH]1 | -22%
O=C(CN1C(=O)/C(=C/c2cccc(Br)c2)SC1=S)NC1=NCCS1 | -1%
Cc1sc(NC(=O)COc2cccc(-n3cnnn3)c2)c(C#N)c1C | -43%

structure | mouse EphA4 binding
C/C(=N\NS(=O)(=O)c1ccc(Cl)cc1)c1ccc(O)cc1 | -12%
CCOc1ccc2nc(NC(=O)c3cnccn3)sc2c1 | -10%
CC1CCN(C(=O)COC(=O)c2cc(Cl)cc(Cl)c2N)CC1 | 0%
Cc1ccc2c(c1Br)/C(=N/N1C(=O)c3ccccc3C1=O)C(=O)N2 | -3%
CC1=C(C(=O)N2CCOCC2)C(c2ccccc2F)C2=C(CC(C)(C)CC2=O)N1 (configuration not stated) | -7%
Cc1nc2c(C(=O)NCc3ccc4c(c3)OCO4)c[nH]n2c(=O)c1Cc1ccccc1F | -4%
O=C(CSc1nnc(-c2ccc(F)cc2)o1)Nc1ccc(S(=O)(=O)N2CCCCCC2)cc1 | -10%
CCN(Cc1ccccc1)C(c1ccc(C)cc1)c1nnnn1C(C)(C)CC (configuration not stated) | 5%

structure | mouse EphA4 binding
CNc1c([N+](=O)[O-])cnn1-c1ccccc1Cl | -6%
Fc1cccc(C2NC(=S)NC3=C2N2CCC3CC2)c1 (configuration not stated) | -7%
O=C(c1ccccc1)c1ccc(N2CCOCC2)c(F)c1 | -4%
O=C(c1ccccc1)N1CCN(C2CC3CCC2C3)CC1 (configuration not stated) | -2%
Cc1nc(CS(=O)(=O)c2ccccc2)cc(N2CCOCC2)n1 | -12%
Cc1cccc(-c2n[nH]c(=S)n2-c2ccccc2)c1 | 3%
O=C1N2CCSC2=NC1(Nc1ccccn1)C(F)(F)F (configuration not stated) | -12%
COc1ccc(NS(=O)(=O)c2ccc(C)c([N+](=O)[O-])c2)cc1 | -6%

structure | mouse EphA4 binding
O=C(CN1CCN(c2ccccn2)CC1)Nc1ccc2ccccc2c1 | 0%
Cc1cc(C)cc(NC(=O)COc2cccc(C)c2)c1 | -12%
CC(=O)Nc1ccc(S(=O)(=O)NCC2CCC(C(=O)N3CCCCCC3)CC2)cc1 (configuration not stated) | -12%
Cc1ccc(-c2noc(CN3CCN(C(c4ccccc4)c4ccccc4)CC3)n2)cc1 | -5%
CN(Cc1cc2ccccc2[nH]c1=O)S(C)(=O)=O | 0%
O=C(O)C1C2C=CC(O2)C1C(=O)NC1CCCc2ccccc21 (configuration not stated) | 7%
Cn1c(CN2CCN(c3ccc(Cl)cc3)CC2)nc2ccccc21 | 8%
Cn1c(CCN2CCCCC2)nc2cc(NC(=O)Nc3ccccc3)ccc21 | -12%

Structure | mouse EphA4 binding
Nn1c(SCc2cccc3ccccc23)nnc1-c1ccco1 | -10%
Cc1cccc(-c2nnc3n2N=C(c2ccc(Br)cc2)CS3)c1 | -12%
CCc1nc2c(cnn2-c2ccc(Cl)cc2)c(=O)n1-c1ccc(OC)cc1 | -4%
Cc1nc2sc3c(c2c(=O)n1-n1cccc1)CCCC3 | -7%
CC(C)COC(=O)c1ccc(NC(=O)C2C3C=CC(C3)C2C(=O)O)cc1 (configuration not stated) | -7%
COC(=O)c1cc(Br)c(=O)n(-c2ccc(C(C)=O)cc2)c1 | -4%
Cc1ccc(C(=S)NCS(=O)(=O)c2ccc(C)cc2)cc1 | -11%
NC(=O)C1CCN(C(=O)COc2cccc3ccccc23)CC1 | -1%

Structure | mouse EphA4 binding
COc1ccc(-n2c(Cn3nnc4ccccc43)nnc2SCC(=O)O)cc1 | -2%
Cn1c(CO)cnc1SCc1c(Cl)cccc1Cl | 37%
O=C(Nc1ccccc1-c1nc2ccccc2s1)c1cccnc1Cl | -5%
CCOc1ccc(C(=O)Nc2cc(OC)ccc2OC)cc1[N+](=O)[O-] | 24%
Cc1ccc(/C=N/n2nnnc2N)o1 | -14%
COc1cc(/C=C2/C(=O)N(c3ccccc3)N=C2C)cc(I)c1O | 2%
CSc1ccc(S(=O)(=O)N(CC(=O)Nc2cccc(Br)c2)c2ccc(C)cc2)cc1 | 11%
Cn1c(=O)c2c(ncn2CC(COCc2ccccc2Cl)OCc2ccccc2Cl)n(C)c1=O (configuration not stated) | -10%

Structure | mouse EphA4 binding
O=C(c1ccc(Br)cc1)c1cc(-c2ccccn2)c(N2CCOCC2)s1 | -14%
O=C(CSCC(=O)c1ccccc1)Nc1ccccc1Cl | -9%
COc1ccc(/C=N/NC(=O)Cc2csc(Nc3cccc(C(F)(F)F)c3)n2)c(OC)c1 | -6%
COCCNC(=O)C(=O)NCCc1ccccc1 | -1%
CC(C)OCP(=O)(c1ccccc1)c1ccccc1 | -9%
CCOC(=O)c1[nH]c2cc3c(cc2c1CCCN1C(=O)c2ccccc2C1=O)OCCO3 | -5%
COc1cc(C(=O)OCC(=O)NC2CCCC2)cc(NC(=O)c2ccco2)c1OC | -2%
CCOC(=O)C1(C(F)(F)F)N=C(N(C)C)OC(N(C)C)=N1 | -8%

Structure | mouse EphA4 binding
Cc1ccc(-c2noc(-c3cccs3)n2)cc1 | -16%
O=C(c1ccco1)N1CCN(C(=O)c2snc3ccc(Cl)cc23)CC1 | -7%
COc1ccc(NC(=O)Nc2ccc3c(c2)N(C)C(=O)CS3)cc1Cl | 8%
CCC(=O)Nc1cc(NC(=O)CSc2ncc(-c3ccc(F)cc3)n2Cc2ccco2)ccc1C | -4%
Cc1cc(CC(=O)O)c(C)cc1CC(=O)O | -2%
CCC(=O)Nc1cccc(Oc2ccc3c(c2)C(=O)N(c2ccc(OC)cc2)C3=O)c1 | 7%
Cc1ccc(-c2nnc(CSc3nnc(C)s3)o2)cc1 | 0%
Cn1c(SCC(=O)N2CCN(c3ccccc3)CC2)nnc1-c1ccccc1 | -9%

Structure | mouse EphA4 binding
Cc1ccc(OCC(=O)Nc2ccc(C)cc2[N+](=O)[O-])cc1 | -5%
O=C(C(c1ccccc1)c1ccccc1)N1CCN(Cc2ccncc2)CC1 | -6%
CCN(CC)c1ccc(NC(=O)c2cc3ccccc3o2)cc1 | 15%
Cc1nnc(SCC(=O)N2CCN(S(=O)(=O)c3ccccc3)CC2)n1Cc1ccccc1 | -12%
Cc1cc2c(=O)n(NC(N)=O)c(C)nc2s1 | -3%
CSc1cccc(NC(=O)/C=C/c2ccc(Cl)cc2)c1 | -10%
COCCNC(=O)CSc1nc(-c2ccccc2)cs1 | -10%
CCCCc1nc2ccccc2c(=O)n1NC(=O)c1c(O)c2c(n(CC(C)C)c1=O)CCCC2 | 8%

Structure | mouse EphA4 binding
CCOC(=O)/C(C(N)=NCCCO)=C(/O)c1ccccc1 | -5%
CN1C(=O)C(O)(C2COC(C)(C)CC2=O)c2ccccc21 (configuration not stated) | -11%
CCCCn1c(SCC(=O)Nc2ccc3c(c2)OCO3)nc2c1c(=O)n(C)c(=O)n2C | -11%
Cc1sc2ncnc(N3CCCCC3C)c2c1C (configuration not stated) | -9%
CCC(=O)Nc1cccc(NC(=O)c2cccc([N+](=O)[O-])c2)c1 | -4%
c1ccc(C2(CNc3ccccn3)CCCC2)cc1 | -6%
COC(=O)C(CC(C)C)NC(=O)CSc1nnc2c(n1)[nH]c1ccccc12 (configuration not stated) | -5%
N=c1n(CCN2CCOCC2)c2ccccc2n1CC(=O)c1ccc(Cl)c(Cl)c1 | -8%

Structure | mouse EphA4 binding
CCOc1cccc(NC(=O)C2CC(=O)N(C)C(=Nc3ccccc3)S2)c1 (configuration not stated) | -6%
CCSc1nc2c(sc3ccccc32)c(=O)n1C(C)C | 0%
CCOC(=O)c1ccc(N2C(=O)CC(N3CCCC(C)C3)C2=O)cc1 (configuration not stated) | 1%
CCn1c(-c2cc3c(C(F)(F)F)nn(C)c3s2)n[nH]c1=S | -1%
COc1ccc(CNc2nc(-c3ccccc3)nn2C(=O)c2cccs2)cc1 | -8%
COc1ccc(C(=O)O)cc1S(=O)(=O)N(C)CCc1cccnc1 | 0%
Cc1ccc(C2CC(=O)NC3=C2C(=O)CCC3)cc1Br (configuration not stated) | 3%
COc1ccc(N2C(=O)CC(N3CCC(O)(c4cccc(C(F)(F)F)c4)CC3)C2=O)cc1 (configuration not stated) | -11%

Structure | mouse EphA4 binding
Cc1cc(C)c(NC(=O)C(C)N2C(=O)c3ccccc3C2=O)c(C)c1 (configuration not stated) | -3%
O=C(CSc1nnc(Cn2nnc(-c3ccccc3)n2)n1-c1ccccc1)Nc1ccccc1 | -15%
Fc1ccccc1CNc1ccc(Cl)cc1 | 0%
Cn1c(=O)n(CCN2CCOCC2)c(=O)c2c1nc1n2CCN1c1ccc(Oc2ccccc2)cc1 | -15%
O=C1C2C3C=CC(CC3)C2C(=O)N1/N=C/c1ccccc1O (configuration not stated) | -4%
CCOC(=O)CCc1c(C)nc2ncnn2c1C | -2%
CCN(CC)CC(=O)NCc1cc(-c2ccc(OC)cc2)no1 | -3%
CC(=O)c1c(C)nc(-c2ccccc2)n1O | -5%

Structure | mouse EphA4 binding
Cc1ccc(NC(=O)Cn2c(=O)oc3cc(S(=O)(=O)N4CCC(C)CC4)ccc32)cc1C | 4%
COc1cc(C2C(C(C)=O)=C(O)C(=O)N2c2ccc(Br)cn2)ccc1O (configuration not stated) | -6%
CCO/C(C)=N/n1c2nc3ccccc3nc2c2c(=O)n(CC(C)C)c(C)nc21 | -7%
COC(=O)c1ccc(NC(=O)c2ccco2)cc1 | -19%
CCOC(=O)CSC1=C(C#N)C(c2ccccc2Cl)C(C(=O)OC)C(=O)N1 (configuration not stated) | 2%
